GLP1R inv ag = GLP-1 receptor (human) inverse agonism; HEK293 GLP-1R CRE-luciferase, luminescence, 24 h; GLP-1R form is constitutively active; Potency, µM (titrated, usually from 38.3 µM), inactives show at the highest dose activity change, negative = inhibition, usual class: inhibitors; 410,000 tested, 1.6% active; note: potency is the fitted concentration of half-maximal effect; % is set by controls: 0 for no effect and ±100 for the full control effect; nearly all actives have a fitted effect of over 55% in size
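Using stably transfected HEK293 (constitutively active GLP-1R, cAMP-luciferase reporter), compounds were incubated 24 hr and luciferase measured by luminescence.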
GLP1R ag = agonists of human GLP-1 receptor. P43220. HEK293 GLP-1R CRE-luciferase, luminescence, 4-6 h; cells express a hypersensitive GLP-1R form. Potency, µM (highest dose often 45.6 µM), without a hit: at the highest dose activation, actives largely listed as activators. 380,000 tested, 0.007% active; note: potency is the fitted concentration of half-maximal effect; % of control where 0% means no effect
PTHR1 ag = PTHR1 (human) receptor agonism; AID 743266; Potency, µM (titrated, usually from 115 µM), for inactives: at the highest dose activation, usual class: activators; Q03431; 410,000 tested, 0.075% active; HEK293 GP2 PTHR1 cells, GloSensor cAMP luminescence, 1 h; note: potency is the fitted concentration of half-maximal effect; nearly all actives have a fitted effect of over 55% in size; some results filed as inactive show a strong effect at the top dose; inactives centre near -15; many of its hits are not listed in these tables
Target sequence (Q03431 whole entry, looked up): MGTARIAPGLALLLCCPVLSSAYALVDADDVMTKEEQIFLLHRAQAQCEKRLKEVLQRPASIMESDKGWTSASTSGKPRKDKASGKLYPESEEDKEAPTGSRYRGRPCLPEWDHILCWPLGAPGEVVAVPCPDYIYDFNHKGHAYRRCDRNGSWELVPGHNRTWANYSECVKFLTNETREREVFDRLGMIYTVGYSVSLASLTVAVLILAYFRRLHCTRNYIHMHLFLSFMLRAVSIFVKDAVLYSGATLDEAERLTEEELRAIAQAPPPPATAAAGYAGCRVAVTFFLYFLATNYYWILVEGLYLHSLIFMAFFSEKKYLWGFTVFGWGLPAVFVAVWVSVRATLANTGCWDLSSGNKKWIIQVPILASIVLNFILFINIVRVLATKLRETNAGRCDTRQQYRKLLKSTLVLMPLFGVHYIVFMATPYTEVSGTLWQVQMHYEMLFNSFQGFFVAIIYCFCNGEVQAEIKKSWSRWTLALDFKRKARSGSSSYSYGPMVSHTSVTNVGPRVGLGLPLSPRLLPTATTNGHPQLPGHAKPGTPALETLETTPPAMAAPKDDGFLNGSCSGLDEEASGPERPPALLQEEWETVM
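HEK-293-derived GP2 cells expressing PTHR1 and a GloSensor cAMP reporter, 3,000/well, plated overnight, given luciferin plus IBMX (each 0.5 mM as added) for 1 h at 37 °C, then compound for 1 h at 37 °C. Luminescence was read after 15 min at room temperature.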
KB-V1 MDR tox = KB-V1 MDR subline cytotoxicity; 400,000 tested, 3.4% active; AID 1347076; KB-V1 MDR cells viability, CellTiter-Glo, 72 h; Potency, µM (series often up to 46.1 µM), inactives show at the top dose activity change, negative = cytotoxicity, most hits filed as cytotoxic; note: potency is the fitted concentration of half-maximal effect; % is set by controls: 0 for no effect and ±100 for the full control effect; nearly all actives have a fitted effect of over 60% in size
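Readout: CellTiter-Glo luminescence, 10 min after addition. Cells: KB-V1 MDR subline, 72 h at 37 degrees C with compound. Analysis: corrected, normalized data fitted to concentration-effect curves.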
aSyn yeast inh = rescues yeast growth from alpha-synuclein toxicity | Yeast expressing alpha-synuclein, growth rescue, BacTiter-Glo, 24 h | Potency, µM (doses to about 46.1 µM), for inactives: at the top dose growth rescue (activation), most hits filed as activators | 370,000 tested, 0.14% active | AID 652106; note: potency is the fitted concentration of half-maximal effect; % of control where 0% means no effect; nearly all actives have a fitted effect of over 65% in size
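Readout is rescue of growth in alpha-synuclein-expressing yeast, so inhibitors of toxicity appear as activators. Growth after 24 hr at 30 deg C in galactose medium is quantified by luminescence.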
D3 antag = antagonists of human D3 dopamine receptor | D3R cells, DiscoveRx beta-arrestin luminescence, antagonist mode; active compounds read low | 360,000 tested, 2.5% active | P35462 | max response, negative = inhibition, % | AID 652054; in the data active = max response below about -50%; inconclusive = no clear call, values can overlap the other calls; note: % is set by controls: 0 for no effect and ±100 for the full control effect; mostly tested at two doses, the higher about 12 µM
Target sequence (P35462 whole entry, looked up): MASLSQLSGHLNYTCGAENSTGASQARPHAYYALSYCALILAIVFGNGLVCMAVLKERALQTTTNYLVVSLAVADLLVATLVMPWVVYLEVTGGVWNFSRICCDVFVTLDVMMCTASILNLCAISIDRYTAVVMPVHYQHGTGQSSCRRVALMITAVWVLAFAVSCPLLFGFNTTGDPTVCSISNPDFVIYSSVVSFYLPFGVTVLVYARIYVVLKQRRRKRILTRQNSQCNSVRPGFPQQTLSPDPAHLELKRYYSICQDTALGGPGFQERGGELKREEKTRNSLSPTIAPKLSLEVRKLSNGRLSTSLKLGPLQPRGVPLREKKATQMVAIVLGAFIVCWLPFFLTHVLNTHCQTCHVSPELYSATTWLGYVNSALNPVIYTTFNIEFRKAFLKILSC
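Cells plated overnight at 1500 cells/well, then exposed to library compounds with dopamine controls for 90 minutes at 37 degrees C. DiscoveRx reagent added for 30–60 minutes at room temperature; luminescence read, quantitative HTS format.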
GLP1R cytotox = cytotoxicity counter-screen for GLP-1 receptor inverse agonists; AID 624418; 410,000 tested, 0.13% active; HEK293 cAMP-luciferase reporter cells, luminescence, 24 h; Potency, µM (top dose mostly 38.3 µM), for the others: at the highest dose activity change, negative = inhibition, usual class: inhibitors;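 note: loss of luciferase light is scored as toxicity; potency is the fitted concentration of half-maximal effect; % is set by controls: 0 for no effect and ±100 for the full control effect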
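Step one: seed cells (200 cells/uL, DMEM with 10% Nu serum, 1% pen-strep). Step two: 12-hour incubation at 37 deg C. Step three: pin 23 nL compound, incubate 24 hr. Step four: add luciferase reagent, read luminescence 12 min later.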
TDP-43 yeast inh = TDP-43 toxicity inhibition in yeast. Potency, µM (doses to about 46.1 µM), for inactives: at the top dose growth rescue (activation), most hits filed as activators. TDP-43 expressing yeast growth rescue, BacTiter-Glo, 24 h. 410,000 tested, 1.8% active. AID 652104; note: potency is the fitted concentration of half-maximal effect; % of control where 0% means no effect; nearly all actives have a fitted effect of over 50% in size
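Luminescence from BacTiter-Glo reports growth of TDP-43-expressing yeast after 24 hr at 30 deg C with compound. Cells were raffinose-pregrown to mid-log, then seeded in galactose medium at OD600=0.02.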
DRD3 agonist = activates the human D3 dopamine receptor | 410,000 tested, 0.58% active | max activation, % | D3R DiscoveRx beta-arrestin cells, luminescence, 90 min; in the data active = max activation above about 30%; note: 0% is about no effect; mostly tested at two doses, the higher about 12 µM
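Agonist mode: compounds and dopamine controls were applied to plated cells for 90 min at 37 degrees C after an overnight attachment at 1500 cells/well. Luminescent read-out followed 30 - 60 minutes at room temperature with DiscoveRx detection reagent.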
Starred values were filed as active, the others as inactive; i = inactive; ? = inconclusive; . = no result given; [ ] = another dose, or the depositor's remark. Unless noted, calls come from the whole dose curve; as a rule, active = well fitted curve in the direction sought with a large enough effect; inconclusive = small, poorly fitted or top-dose-only effect, or another doubt; inactive = no such curve, though single readings can be large; an effect the other way counts as inactive or inconclusive. Some of the compounds tested (hit frequency here may not be typical).

No.	smiles	GLP1R inv ag	GLP1R ag	PTHR1 ag	KB-V1 MDR tox	aSyn yeast inh
1	CCCCc1c(O)nc(SCC(=O)N2CCOCC2)n(-c2ccccc2OC)c1=O	-4%	0%	-5%	-9%	-4%
2	CCCn1c(N)c(C(=O)CSc2nnc3n2CCCCC3)c(=O)n(C)c1=O	9%	-2%	i	-4%	5%
3	O=C(C[C@@H]1C/C=C/CC[C@H](Cc2ccc(F)cc2)C(=O)OCCNC1=O)N[C@H](CO)Cc1ccccc1	-9%	-3%	-59%[inhibitor]	0%	11%
4	NC(=O)c1cc(Br)cc2c3c([nH]c12)CCCC3	?	20%	i	16µM*	0%
5	O=C(Cc1ccc2c(c1)CCCC2)Nc1ccccc1Cl	?	?	-24%[57.5 µM]	?	1%
6	CCOc1cc2c3c(c1)C1(Nc4ccccc4S1)C(=O)N3C(C)(C)CC2C (stereo not drawn)	-4%	0%	i	-13%	19%
7	Oc1ccc(F)c(CN2CCN(c3ncc(Cc4ccccc4)cn3)CC2)c1	?	.	-47%[inhibitor]	?	2%
8	Cc1ccc(S(=O)(=O)NNC2=NCCCCC2)cc1	14%	2%	-10%	12%	-4%
9	Cc1ccc(S(=O)(=O)NNC(=O)/C=C/c2cccc(F)c2)cc1	-17%	1%	i	-2%	1%
10	CN(C)CCCNC(=O)C1CCNCC1	6%	-5%	i	8%	?
11	COC(=O)c1ccc2c(c1)N(CC(=O)Nc1ccc(C)cc1Cl)C(=O)c1ccccc1S2	17%	9%	-3%	?	?
12	CSC1=NSC2=NC(=O)/C(=C\c3cccs3)C(=N)N12	2%	8%	-39%[inhibitor]	4.6µM*	-1%

No.	D3 antag	GLP1R cytotox	TDP-43 yeast inh	DRD3 agonist
1	4	2%	-15%	6
2	11	-13%	-13%	6
3	-7	1%	12%	9
4	13	-11%	?	-7
5	6	1%	0%	4
6	19	-11%	-3%	4
7	-10	-1%	-10%	-4
8	-3	-6%	-18%	-3
9	-6	-3%	19%	2
10	3	-23%	0%	0
11	.	0%	22%	0
12	-15	-18%	-49%[inhibitor]	-3

New compounds follow.
No.	smiles	GLP1R inv ag	GLP1R ag	PTHR1 ag	KB-V1 MDR tox	aSyn yeast inh
13	Cc1ccc(C(=O)c2cnc3cc4c(cc3c2S(=O)(=O)c2ccccc2)OCCO4)cc1	?	-10%	-22%	16µM*	4%
14	COc1ccc(N2CCN(C(=O)c3ccc(NS(=O)(=O)c4ccccc4)cc3)CC2)cc1	6%	-15%	-38%[inhibitor]	-4%	6%
15	CCOC(=O)N1CCN(C(=O)C2CCCCC2)CC1	1%	-7%	i	-3%	0%
16	[O-]/C(=C(\C(=S)Nc1cccc2ccccc12)[n+]1cccc(CO)c1)c1ccc(Cl)s1	-28%	-3%	-12%	5%	6%
17	O=C(COC(=O)CCSc1ccccc1Cl)NCc1ccco1	20%	1%	11%	-4%	9%
18	COc1ccc(C(=O)N2CCCC(Nc3ccc(F)cc3)C2)cc1F (stereo not drawn)	-12%	-2%	-2%	.	-12%
19	CCN1CCN(C(CNS(=O)(=O)c2ccc(Cl)cc2)c2cccnc2)CC1 (stereo not drawn)	-7%	-10%	-24%	?	5%
20	CCOc1ccc(C2NC(=O)C(C#N)=C(S)N2c2ccc(C)cc2)cc1OC (stereo not drawn)	0%	0%	-24%[57.5 µM]	5%	7%
21	CCc1ccc(Nc2oc(C)cc(=O)c2C(C)=O)cc1	0%	-1%	-10%[57.5 µM]	15%	-4%
22	Cc1ccccc1NS(=O)(=O)c1ccc(C(=O)NCC(C)(C)N2CCOCC2)cc1	-16%	1%	-74%[inhibitor]	-9%	0%
23	Cc1cn([C@H]2C[C@H](O)[C@@H](CNCc3ccc(-c4cc(Cl)ccc4C(F)(F)F)o3)O2)c(=O)[nH]c1=O	2%	11%	i	1%	-1%
24	Cc1cc(C)cc(NC(=O)COC(=O)[C@@H](NC(=O)c2ccco2)C(C)C)c1	9%[7.66 µM]	14%	i	4%	1%

No.	D3 antag	GLP1R cytotox	TDP-43 yeast inh	DRD3 agonist
13	2	-9%	?	-1
14	1	5%	14%	4
15	-21	6%	-6%	-9
16	8	-4%	24%	1
17	-13	-11%	4%	3
18	16	0%	11%	4
19	18	-4%	11%	-3
20	-9	-13%	?	-2
21	-6	-13%	-34%[inhibitor]	2
22	10	-6%	15%	-2
23	-75*	7%	30%	-17
24	5	5%[7.66 µM]	-21%[9.22 µM]	1

Part of the list above, showing only aSyn yeast inh and KB-V1 MDR tox.
no.	Molecule	aSyn yeast inh	KB-V1 MDR tox
24	Cc1cc(C)cc(NC(=O)COC(=O)[C@@H](NC(=O)c2ccco2)C(C)C)c1	1%	4%
13	Cc1ccc(C(=O)c2cnc3cc4c(cc3c2S(=O)(=O)c2ccccc2)OCCO4)cc1	4%	16µM*
22	Cc1ccccc1NS(=O)(=O)c1ccc(C(=O)NCC(C)(C)N2CCOCC2)cc1	0%	-9%
15	CCOC(=O)N1CCN(C(=O)C2CCCCC2)CC1	0%	-3%
16	[O-]/C(=C(\C(=S)Nc1cccc2ccccc12)[n+]1cccc(CO)c1)c1ccc(Cl)s1	6%	5%

Carrying on:
No.	smiles	GLP1R inv ag	GLP1R ag	PTHR1 ag	KB-V1 MDR tox	aSyn yeast inh
25	Cc1nc(NCCO)c2nnn(Cc3ccccc3F)c2n1	26%	3%	i	3%	1%
26	Cc1c(C(=O)N(Cc2ccccc2F)C2CCS(=O)(=O)C2)oc2ccccc12 (stereo not drawn)	-12%	.	-19%	-1%	.
27	O=C(CSc1nnc(NC(=O)c2c(F)cccc2F)s1)NC1CCCCC1	-2%	4%	i	16%	-5%
28	CCc1ccc(NC(=O)CCC(=O)Nc2nnc(C(F)(F)F)s2)cc1	7%	0%	-7%	?	-1%
29	COc1ccccc1N1CCN(S(=O)(=O)c2c(C)sc3ncn(CC(=O)Nc4ccccc4F)c(=O)c23)CC1	-5%	.	2%	-8%	.
30	COCCCNC(=S)NNC(=O)c1cccnc1	7%	0%	i	1%	0%
31	Cc1cnc(C(=O)OCc2cc(=O)n3c(C)cccc3n2)cn1	-9%	8%	i	11%	7%
32	COc1ccccc1CNC(=O)CCC(=O)N1CCOc2ccc(Cl)cc21	?	0%	i	0%	1%
33	Cc1ccc(-c2c(C)sc3ncn(CC(=O)N4CCOCC4)c(=O)c23)cc1C	?	15%	-16%	-8%	2%
34	S=C(Nc1ccccc1)N1CCCN1c1ccccc1	?	1%	i	-15%	-6%
35	Cc1cc(C(=O)NCCc2ccc(Cl)cc2)c2c(C)nn(-c3ccccc3)c2n1	10%	-4%	-2%	-24%	-6%
36	O=C(Nc1nnc(-c2cccs2)o1)c1ccc(S(=O)(=O)N2CCOCC2)cc1	-9%	-1%	-1%	?	5%

No.	D3 antag	GLP1R cytotox	TDP-43 yeast inh	DRD3 agonist
25	5	-13%	-12%	1
26	.	-4%	0%	1
27	-18	0%	-17%	-8
28	-3	4%	3%	5
29	.	2%	15%	2
30	-1	13%	17%	-2
31	7	?	-7%	3
32	-26	?	1%	-12
33	-7	-6%	4%	2
34	15	31%[activator]	9%	4
35	.	-5%	-4%	1
36	-3	-22%	10%	4

Going on with the list:
No.	smiles	GLP1R inv ag	GLP1R ag	PTHR1 ag	KB-V1 MDR tox	aSyn yeast inh
37	NC(=O)C1=C[C@@H](C2CCCCC2)C[C@@H](OCc2ccc(CO)cc2)O1	21%	0%	-18%	-8%	5%
38	Cc1ccc(C(=O)CSc2ccc(-c3ccncc3)nn2)cc1	45%[activator]	11%	i	-2%	7%
39	c1ccc(-c2nnnn2-c2ccccn2)cc1	19%	5%	i	27%	-7%
40	COc1ccccc1N(CC(=O)NC1CCCCC1)C(=O)CCC(=O)Nc1nccs1	-16%	4%	i	-19%	1%
41	COc1ccc(Cc2nnc(Nc3ccc(C)cc3)o2)cc1OC	18%	28%	-12%	-28%	5%
42	Cc1ccc(OCC(=O)N2c3ccccc3CC2C)c([N+](=O)[O-])n1 (stereo not drawn)	0%	-3%	i	-8%	1%
43	CCOC(=O)C1CCN(C(C)=C2C(=O)c3ccccc3C2=O)CC1	-1%	-8%	-3%	-7%	12%
44	N/C(=N\NC(=O)c1sccc1OCc1ccc(Cl)cc1Cl)c1ccccn1	?	15%	-1%	-3%	6%
45	O=C(CCC1CCCN(C(=O)C2CCCC2)C1)NCc1ccc(F)c(F)c1 (stereo not drawn)	-26%	14%	i	1%	-1%
46	CC(C)N1CCC1(C)C(=O)Nc1ccc2cn[nH]c2c1 (stereo not drawn)	12%	4%	i	5%	-4%
47	COc1ccc(Cl)cc1Cn1c(C)c(C(=O)NCc2ccc3c(c2)OCCO3)sc1=O	?	-5%	i	?	-11%
48	O=C(CSc1nnc(-c2ccc(S(=O)(=O)N3CCCC3)cc2)o1)NCc1ccccc1	0%	7%	i	-22%	-2%
49	O=C(COCc1cc(-c2ccc3c(c2)OCO3)on1)Nc1cc(C(F)(F)F)ccc1Cl	-7%	.	i	29%	.

No.	D3 antag	GLP1R cytotox	TDP-43 yeast inh	DRD3 agonist
37	21	-17%	7%	18
38	10	-10%	10%	3
39	3	1%	-14%	3
40	13	0%	-3%	-5
41	-6	-12%	16%	-5
42	-10	5%	25%	3
43	-2	-8%	-27%	2
44	-23	3%	2%	-17
45	-3	2%	-10%	5
46	11	0%	0%	0
47	14	1%	?	-4
48	13	?	-8%	-4
49	.	-7%	11%	4

Look-ups from the entries so far:
no. 42 @ TDP-43 yeast inh = 25%
no. 43 @ D3 antag = -2
no. 47 @ GLP1R ag = -5%
no. 41 @ KB-V1 MDR tox = -28%
no. 46 @ KB-V1 MDR tox = 5%

Screening data: PubChem, National Center for Advancing Translational Sciences (NCATS)
